Compound activity (PubChem BioAssay)
JMJD2C inh = inhibitors of GASC-1 histone demethylase, primary screen, biochemical, fluorescence, DELFIA europium; inhibition, % at 2.35 µM; 330,000 compounds, 0.069% hits; AID 2099, 2009; GST-JMJD2C(1-420) H3K9me3 demethylation;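 active means more than half of a compound's replicate wells show inhibition beyond 50%, single wells judged on their own value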;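 further: signal counts dimethyl H3K9 product captured on neutravidin plate; 0% = median of DMSO wells and 100% = 0.3 times that DMSO median; strong numbers were not always called active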
PP1 inh = PP1-alpha phosphatase inhibitors, primary screen, counter-screen for PP5 inhibitor project, biochemical, fluorescence, OMFP substrate, single point; 320,000 compounds, 0.9% hits; Serine/threonine-protein phosphatase PP1-alpha catalytic subunit (Homo sapiens), P62136; inhibition, % at 6.7 µM; AID 2235, 2010; purified PP1alpha;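 active means inhibition above the mean inhibition of all tested compounds plus 3 SD, computed separately for each screening campaign, cut at about 15% in these data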
Target sequence (P62136 whole entry, looked up): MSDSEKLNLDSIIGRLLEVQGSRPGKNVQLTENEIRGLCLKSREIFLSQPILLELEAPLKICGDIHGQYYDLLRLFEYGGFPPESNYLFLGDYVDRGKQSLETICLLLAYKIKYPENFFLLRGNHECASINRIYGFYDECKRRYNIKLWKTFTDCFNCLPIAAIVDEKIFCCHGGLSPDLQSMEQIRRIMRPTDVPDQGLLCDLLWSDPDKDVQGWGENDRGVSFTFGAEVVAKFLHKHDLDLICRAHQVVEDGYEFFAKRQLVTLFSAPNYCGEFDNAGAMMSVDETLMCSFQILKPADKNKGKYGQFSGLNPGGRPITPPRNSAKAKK
PP5 inh = PP5 phosphatase inhibitors, primary screen, biochemical, fluorescence | 320,000 compounds, 0.18% hits | inhibition, % at 6.7 µM | Serine/threonine-protein phosphatase 5 (Homo sapiens), P53041 | AID 1987, 2009 | purified PP5c, OMFP substrate fluorescence;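 active means inhibition above the campaign's mean inhibition across all tested compounds plus 3 SD, cut at about 9.5% in these data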;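 further: 0% = DMSO only and 100% = 100 µM cantharidin control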
Target sequence (P53041 whole entry, looked up): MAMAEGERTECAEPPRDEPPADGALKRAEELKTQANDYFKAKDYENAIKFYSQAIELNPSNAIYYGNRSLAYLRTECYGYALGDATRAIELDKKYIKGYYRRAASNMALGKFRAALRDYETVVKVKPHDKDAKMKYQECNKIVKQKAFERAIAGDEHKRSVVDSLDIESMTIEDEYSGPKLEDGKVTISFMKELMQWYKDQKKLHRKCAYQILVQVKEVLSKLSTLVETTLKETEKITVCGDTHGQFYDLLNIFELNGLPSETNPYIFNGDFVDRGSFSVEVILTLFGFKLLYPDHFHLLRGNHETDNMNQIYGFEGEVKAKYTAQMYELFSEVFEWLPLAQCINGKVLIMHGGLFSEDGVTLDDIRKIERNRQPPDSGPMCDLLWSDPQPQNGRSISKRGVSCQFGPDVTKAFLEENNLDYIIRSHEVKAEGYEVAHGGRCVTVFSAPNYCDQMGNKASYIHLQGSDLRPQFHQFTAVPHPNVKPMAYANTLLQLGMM
CTSL1 counter = Fasciola hepatica cathepsin L1 inhibitors, primary screen, counter-screen for PFM18AAP inhibitor project, biochemical, QFRET, fluorogenic peptide substrate. recombinant F. hepatica cathepsin L1, Z-Leu-Arg-MCA fluorescence. inhibition, % at 5.96 µM. 300,000 compounds, 0.49% hits;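 active means inhibition above the mean of all tested compounds plus 3 SD, set per screening campaign, cut at about 17% in these data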;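 further: 0% = plate median of test compound wells and 100% = 1 µM Z-Phe-Ala-diazomethylketone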
core dimer inh = inhibitors of HCV core protein dimerization, primary screen, biochemical, TR-FRET, high-throughput; inhibition, % at 5 µM; TR-FRET GST/Flag-core106 dimerization, 1536-well; 300,000 compounds, 0.33% hits;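 active means inhibition above the mean of all tested compounds plus 3 SD, set per screening campaign, cut at about 45% in these data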
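Material: GST/Flag-tagged HCV core106 proteins. Incubation: 4 h, 22.5 °C incubation. Read-out basis: inhibition (%) from 671 over 617 nm ratio. Measured by: TR-FRET, excitation 340 nm, emission 617 and 671 nm.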
procasp7 counter = procaspase-7 activators, primary screen, counter-screen for procaspase-3 activator project, biochemical, absorbance, HTS, human. Caspase-7 (Homo sapiens), P55210. recombinant procaspase-7, Ac-DEVD-pNA absorbance 405 nm; D23A/D198A/D206A triple mutant, cannot self-cleave; scale: DMSO 0, 5 µM enzyme 100. activation, % at 8.5 µM. 330,000 compounds, 0.093% hits. AID 463210, 2010;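 active means percent activation above the screen-wide mean plus 3 SD, cut at about 25% in these data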
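Detection: p-Nitroaniline absorbance at 405 nm, read at 0 and 120 min; system: Uncleavable procaspase-7 mutant enzyme; evaluation: % activation from two-timepoint absorbance difference, scaled to controls; times: 1 h enzyme–compound preincubation and 2 h substrate reaction, both 25 °C; buffer or medium: Zinc-free HEPES pH 7.4 with 300 mM NaCl, 0.01% Triton X-100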
procasp3 activ = activators of human procaspase-3 D3A mutant, primary screen, biochemical, absorbance, PC-3 D3A mutant, single concentration; Caspase-3 (Homo sapiens), P42574; recombinant procaspase-3 D3A, Ac-DEVD-pNA absorbance 405 nm; activation, % at 8.5 µM; 330,000 compounds, 0.11% hits;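 active means activation above the mean of all tested compounds plus 3 SD, cut at about 21% in these data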;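 further: 0% = DMSO alone and 100% = DMSO wells spiked with extra 5 µM PC-3 D3A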
Target sequence (P42574 whole entry D9A/D28A/D175A): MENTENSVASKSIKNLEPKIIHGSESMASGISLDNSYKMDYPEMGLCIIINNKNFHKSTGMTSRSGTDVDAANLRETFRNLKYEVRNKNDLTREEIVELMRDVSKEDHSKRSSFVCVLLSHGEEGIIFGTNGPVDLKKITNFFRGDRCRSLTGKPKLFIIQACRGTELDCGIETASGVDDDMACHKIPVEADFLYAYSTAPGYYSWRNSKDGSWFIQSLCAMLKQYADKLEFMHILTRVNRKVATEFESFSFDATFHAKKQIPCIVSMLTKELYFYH
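Evaluation: percent activation relative to control range; Material: Procaspase-3 D3A mutant, all three cleavage aspartates alanine; Compound: single dose, 8.5 µM nominal compound, 0.8% DMSO; Replication: one well per compound; Signal: absorbance at 405 nm, 0 and 120 min; Schedule: 1 h preincubation plus 2 h reaction at 25 °C.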
TPT1 inh = Candida albicans TPT1 enzyme inhibitors, primary screen, biochemical, fluorescence polarization; tRNA 2'-phosphotransferase TPT1 (Candida albicans SC5314); recombinant caTPT1, FP RNA substrate dephosphorylation; AID 1962, 2009; inhibition, % at 5 µM; 300,000 compounds, 0.81% hits;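 active means inhibition above the mean of all tested compounds plus 3 SD, set per screening campaign, cut at about 24% in these data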;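 further: plate controls were DMSO alone for no effect and ferristatin control at 100 nM for full effect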
Efflux pump inh = inhibitors of Candida efflux pumps in yeast, primary screen, S. cerevisiae, Nile Red, multiplex | S. cerevisiae Candida pump triplex | inhibition, % at 10 µM | 330,000 compounds, 0.44% hits | AID 485275, 2010;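 active means plate passing quality check with inhibition over a set limit, or well fluorescence over plate mean plus 4 SD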;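 further: Nile Red retained in pooled yeast measured as flow cytometry median fluorescence; 0% = buffer negative control and 100% = Enniatin B positive control; higher means more Nile Red kept so more efflux inhibition; some compounds called inactive have numbers as strong as hits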
* = called active by the depositor; . = no result given; & = joins results of further samples.

SMILES | JMJD2C inh | PP1 inh | PP5 inh | CTSL1 counter | core dimer inh | procasp7 counter | procasp3 activ | TPT1 inh | Efflux pump inh
CC(C)c1cc(-c2cc(-c3ccc(Cl)cc3)on2)nc(NC2CCCC2)n1 | -0.5 | -1.4 | 2.8 | 0.7 | 0.4 | 3.8 | -1.9 | -0.7 | 0.1
C/C(=N\NC(=O)Cn1c(C)nc2ccccc21)c1cccs1 | -1.5 | -0.1 | 0.2 | 2.0 | -7.9 | 10.4 | 0.3 | -6.1 | -0.1
Cn1/c(=N/N=C/c2ccc(Cl)c([N+](=O)[O-])c2)sc2ccccc21 | 2.4 | -3.5 | -1.7 | -5.7 | -1.5 | -6.6 | 5.4 | 2.5 | -0.1
O=C(/C=C\NCC(=O)c1ccccc1)c1ccc2ccccc2c1 | 9.8 | 2.1 | 3.1 | 1.1 | 29.8 | 0.8 | -16.5 | 6.5 | 0.3
Cc1ccccc1C(=O)NCC(=O)OC(C)C(=O)Nc1cccc(S(=O)(=O)N2CCOCC2)c1 (stereo unspecified) | -0.4 | -5.0 | -0.7 | 11.4 | -10.8 | -0.5 | 9.3 | -4.6 | 0.0
O=S(=O)(NN1CCOCC1)c1ccc(Br)cc1 | -3.0 | -5.2 | 0.9 | -0.7 | 1.1 | -3.0 | 1.1 | -2.2 | -0.4
O=C(CN1CCOCC1)Nc1cc(Cl)ccc1Cl | 1.2 | -3.4 | 0.9 | -1.3 | -1.1 | -11.2 | 4.4 | 0.7 | 0.0
Cc1ccc(OCC(=O)N(Cc2ccccc2)c2c(N)n(Cc3ccccc3)c(=O)[nH]c2=O)c(C)c1 | 2.2 | -6.2 | 0.1 | -7.5 | 2.0 | -0.3 | -4.0 | 0.1 | 0.0
COc1ccc(N(CC(=O)NN=C2CCN(C)CC2)S(=O)(=O)c2ccc(NC(C)=O)cc2)cc1 | -9.8 | 1.6 | 1.2 | -7.8 | -6.6 | 8.2 | -4.0 | -5.0 | 0.0
COCC(=O)n1cc(C(=O)OC)c2ccccc21 | 1.7 | -6.6 | 1.9 | -4.5 | -7.5 | -2.9 | 9.9 | 0.7 | 0.1
CN1CCCC1CCNc1ccc2c(=O)c3ccccc3oc2c1 (stereo unspecified) | -7.1 | 5.1 | 0.2 | 6.3 | -6.9 | -2.3 | 0.8 | -4.6 | 0.2
COc1ccc(C(=O)NCc2nnc(SC)n2Cc2ccccc2)cc1 | -47.9 | -4.7 | -1.6 | -0.6 | 2.8 | 5.6 | 9.3 | -2.0 | 0.2
CN1CCN(Cc2cc(COCc3ccccc3)c3cccnc3c2O)CC1 | 26.8 | 22.4* | -1.3 | 2.5 | 3.7 | -13.7 | -9.9 | -3.8 | -0.1
Cn1c(=O)c2c([nH]c(=O)n2C)n(Cc2ccccc2)c1=O | 4.5 | -1.5 | 3.6 | 0.4 | -6.3 | 4.7 | 8.5 | 0.8 | -0.1
NC(=NCc1ccccc1)c1cccc([N+](=O)[O-])c1 | 5.2 | 1.5 | 3.0 | -0.7 | -4.6 | -9.9 | -4.7 | -0.2 | -0.1
COc1ccc(CNC(=O)c2ccc3nccnc3c2)cc1 | -0.8 | 1.0 | 3.9 | -2.5 | 1.9 | 5.4 | 15.8 | 1.5 | -0.1
CC1C(=O)N2CCCc3cc(NC(=O)COc4ccc(Cl)cc4)cc1c32 (stereo unspecified) | 117.2 | -0.7 | 3.6 | -0.2 | 0.9 | 7.1 | 2.2 | -1.3 | 0.0
O=C(c1ccccn1)N1CCN(S(=O)(=O)c2ccc(F)cc2)CC1 | 2.0 | -0.4 | 0.6 | 0.0 | 0.3 | 2.2 | 0.6 | -0.5 | 0.0
Cc1ccc(CSc2nnc(CCNC(=O)OC(C)(C)C)o2)cc1 | -18.1 | 5.4 | 1.3 | 1.8 | 3.4 | -5.6 | -15.7 | -1.1 | 0.8*
Cn1c(C(O)C(O)c2ccccc2)nc2ccccc21 (stereo unspecified) | -1.5 | 0.1 | 4.8 | 1.6 | 0.2 | 6.6 | -11.8 | 0.1 | 0.4
COc1cc(Cl)cc(C#N)c1OCC(=O)O | 11.0 | -0.2 | 1.0 | -0.5 | -8.3 | 6.3 | 2.7 | -3.3 | 0.0
O=C(c1ccc(F)cc1F)N(Cc1ccccn1)Cc1ccco1 | -15.7 | -3.4 | 1.9 | -0.8 | -0.3 | -3.1 | 0.9 | 0.1 | 0.1
Cc1cc2c(cc1S(=O)(=O)Nc1cccc(C)c1C)n(C)c(=O)c(=O)n2C | 6.4 | 7.9 | 4.1 | -2.6 | -4.2 | -1.0 | -6.6 | -1.1 | 0.2
CC(=O)Nc1ccc(NC(=O)[C@H](C)NC(=O)c2ccco2)cc1 | -0.1 | -3.5 | 0.2 | 2.0 | -1.0 | 0.5 | 1.4 | -1.5 | 0.1
COCCN(C(=O)CSc1nnc(-c2cccc(OC)c2)n1C)c1c(N)n(Cc2ccccc2)c(=O)[nH]c1=O | 3.4 | -1.4 | 0.8 | -0.1 | -2.3 | 3.5 | 8.2 | 2.8 | 0.0

Whole records, quoted from the list:
COc1ccc(CNC(=O)c2ccc3nccnc3c2)cc1 in the list: JMJD2C inh = -0.8; PP1 inh = 1.0; PP5 inh = 3.9; CTSL1 counter = -2.5; core dimer inh = 1.9; procasp7 counter = 5.4; procasp3 activ = 15.8; TPT1 inh = 1.5; Efflux pump inh = -0.1
COc1ccc(C(=O)NCc2nnc(SC)n2Cc2ccccc2)cc1 in the list: JMJD2C inh = -47.9; PP1 inh = -4.7; PP5 inh = -1.6; CTSL1 counter = -0.6; core dimer inh = 2.8; procasp7 counter = 5.6; procasp3 activ = 9.3; TPT1 inh = -2.0; Efflux pump inh = 0.2

Following part
SMILES | JMJD2C inh | PP1 inh | PP5 inh | CTSL1 counter | core dimer inh | procasp7 counter | procasp3 activ | TPT1 inh | Efflux pump inh
O=C(O)c1cc(N/N=C2/CC(c3ccccc3)Oc3ccccc32)ccc1Cl (stereo unspecified) | 2.0 | 1.1 | -1.2 | 4.5 | 2.8 | -48.8 | -29.5 | 0.3 | 0.1
C=CCn1c(SCc2ccccc2)nc2c1c(=O)[nH]c(=O)n2C | 13.1 | 1.9 | 0.0 | -1.3 | -2.3 | -16.3 | -11.7 | -1.2 | -0.2
Cc1cccc(C(=O)N(Cc2ccco2)c2c(N)n(Cc3ccccc3)c(=O)[nH]c2=O)c1 | -4.3 | 0.2 | 2.7 | . | . | 12.9 | 14.1 | . | 0.1
CCC(=O)c1ccc(OCC(O)CNCc2ccc(F)cc2)cc1 (stereo unspecified) | -6.5 | 3.0 | -0.7 | 1.9 | 0.1 | -1.0 | 9.1 | 3.0 | 0.1
COc1ccc(/C(C)=N/NC(=O)CNC(=O)c2ccncc2)c(OC)c1 | 1.7 | -2.8 | 0.3 | 4.5 | -4.0 | -1.8 | 2.7 | 2.7 | 0.2
Cc1c(C(=O)NCc2ccccc2)oc2ccc(S(=O)(=O)N3CCC4(CC3)OCCO4)cc12 | -30.5&7.7 | 0.2 | 3.5 | -1.2 | 4.5 | -1.1 | 5.8 | -1.5 | -0.1
COc1ccccc1N1CCN(S(=O)(=O)c2ccc3nc(-c4ccccc4)[nH]c3c2)CC1 | -1.4 | -1.0 | 1.6 | -0.1 | 21.3 | -4.3 | -2.0 | -0.7 | -0.3
Cc1ccccc1OCCNCC(C)O (stereo unspecified) | -18.8 | -5.0 | -1.6 | -0.7 | -2.3 | 0.5 | -7.2 | -2.9 | -0.1
Oc1nc(Nc2ccc(F)cc2)sc1/C=C1\C=Nc2ccccc21 | -1.9 | 9.8 | -1.8 | 5.0 | -5.5 | -10.8 | -19.9 | 4.7 | -0.2
COc1ccc(N2CC(C(=O)N/N=C/c3cc([N+](=O)[O-])ccc3O)CC2=O)cc1 (stereo unspecified) | 0.4 | 1.6 | 1.5 | 2.0 | 2.8 | 2.4 | -13.6 | 0.5 | -0.1
O=C(CCc1ccc(S(=O)(=O)NCc2ccccc2)cc1)NCc1ccc2c(c1)OCO2 | 52.4* | -2.8 | -0.7 | 2.3 | 0.8 | 7.1 | 2.8 | 3.0 | 0.1
COC(=O)c1cccc(Oc2nc3c(c(=O)n(C)c(=O)n3C)n2C(C)C)c1 | 8.2 | -6.8 | 0.8 | -5.0 | -52.7 | 2.2 | -7.5 | 0.3 | 0.3
CCOc1ccc(NCC2CCOC(C)(C)C2)cc1 (stereo unspecified) | 12.0 | -2.8 | 1.9 | -1.6 | -4.7 | -7.1 | -3.6 | -1.8 | 0.0
CCn1c(SCC(=O)NC2CCCC2)nnc1C(C)NC(=O)c1ccccc1Br (stereo unspecified) | 5.3 | -10.0 | -3.2 | 7.3 | -10.7 | -9.4 | -13.2 | 0.9 | -0.1
COc1ccccc1C(=O)NCCC(=O)Nc1nc2ccccc2[nH]1 | 5.8 | -2.1 | 2.9 | 1.3 | -8.9 | 4.1 | -7.9 | -2.6 | -0.1
COc1ccc2cc(C(=O)Nc3c(C)n(C)n(-c4ccccc4)c3=O)sc(=O)c2c1OC | 5.0 | -3.2 | 1.4 | -2.7 | -9.6 | 8.8 | 0.7 | -1.5 | -0.3
COCCNC(=O)C(OC(=O)c1cccs1)c1ccc(F)cc1 (stereo unspecified) | -8.7 | -2.8 | -0.8 | -43.2 | -0.7 | 2.9 | -3.9 | -3.1 | -0.1
CN(Cc1c(C(=O)N2CCc3ccccc3C2)nc2ccc(Cl)cn12)C(C1CC1)C1CC1 | -14.6 | 0.6 | 1.9 | 10.0 | 9.0 | 1.3 | -0.5 | 0.7 | 0.1
COc1cccc(CNC(=O)CCCSc2ccccc2)c1 | 6.8 | -1.4 | 1.8 | -4.1 | -0.1 | 2.4 | 4.7 | 2.0 | 0.1
O=C(CNC(=O)N1CC(=O)Nc2ccccc21)NCCc1ccc(Cl)cc1 | 2.2 | -4.6 | -10.7 | 10.6 | -11.8 | -2.5 | -4.7 | -6.0 | -0.2
CCOC(=O)C1=C(CN2CCOCC2)NC(=O)NC1c1cc(C)ccc1C (stereo unspecified) | 6.3 | -0.2 | 2.4 | -0.8 | 2.1 | 7.9 | -2.4 | -0.2 | -0.1

This is a random part of the collection; any-hit rate near 2.9%.
